Screening results deposited in PubChem BioAssay by Sanford-Burnham Center for Chemical Genomics.
EBI2 antag – blocks human EBI2 receptor beta-arrestin signaling; EBI2 beta-arrestin recruitment, luminescence, 7a,25-OHC stimulated; inhibition, % at 5 µM; actives 0.81% (n = 360,000); AID 651636; in the data active = inhibition above about 38%;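 also: enzyme fragment complementation signal reports receptor beta-arrestin coupling in cells; 0% = agonist plus DMSO wells and 100% = wells without agonist; some results beyond the cut were filed as inactive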
CCR6 antagonist – antagonists of human CCR6 receptor; inhibition, % at 20 µM; P51684; actives 0.49% (n = 340,000); CHO-K1 CCR6 PathHunter beta-arrestin, luminescence, CCL20-stimulated;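 active = compounds whose inhibition of the agonist-driven luminescence signal at 20 µM reaches about 50%, limit read from the data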;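 also: cells stimulated with CCL20 at 14 nM final; plate controls were DMSO with CCL20 for no effect and DMSO without agonist for full effect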
Target sequence (P51684 whole entry, looked up): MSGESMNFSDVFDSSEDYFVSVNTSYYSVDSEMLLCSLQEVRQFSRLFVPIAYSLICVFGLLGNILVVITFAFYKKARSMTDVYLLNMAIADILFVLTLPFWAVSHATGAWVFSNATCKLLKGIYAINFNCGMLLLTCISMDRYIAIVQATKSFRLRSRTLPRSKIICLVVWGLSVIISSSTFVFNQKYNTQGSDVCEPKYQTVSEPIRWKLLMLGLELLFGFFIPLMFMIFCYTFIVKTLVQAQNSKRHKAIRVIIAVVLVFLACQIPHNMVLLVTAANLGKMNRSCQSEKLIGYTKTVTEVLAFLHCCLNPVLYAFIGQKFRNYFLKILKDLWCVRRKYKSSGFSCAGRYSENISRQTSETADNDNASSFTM
CHOP UPR activ – activators of apoptotic arm of unfolded protein response (CHOP); AID 449763; actives 0.34% (n = 330,000); activation, % at 10 µM; CHO-CHOP luciferase reporter, UPR activation, luminescence; percent of tunicamycin response over DMSO baseline;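 active = at 10 µM dose, activation of 40% or more, normalized to positive control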;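 also: 100% = tunicamycin at 10 µg/mL and 0% = DMSO alone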
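Material: CHO-CHOP cells, stable luciferase reporter of PERK-eIF2a-CHOP signalling; quantity: 500 reporter cells seeded per well; buffer or medium: F12 medium containing 10% fetal bovine serum; compound: one dose, 10 µM in 0.5% DMSO; incubation: 6 h compound treatment, 37 °C; measured by: Steady-Glo luciferase luminescence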
tim23-1 inh – growth inhibitors of tim23-1 mutant yeast; S. cerevisiae tim23-1 growth, BacTiter-Glo luminescence, 24 h; inhibition, % at 20 µM; actives 1.3% (n = 330,000); AID 463212;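 active = growth inhibition of the mutant yeast at or above 50%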;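 also: temperature-sensitive mutant grown at 25 °C; plate controls were DMSO-treated mutant yeast for no effect and medium wells lacking yeast for full effect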
APJ agonist – APJ receptor agonism. activation, % at 20 µM. AID 2520. P35414. actives 0.11% (n = 330,000). CHO-K1 APJ PathHunter beta-arrestin, luminescence; 0% DMSO wells, 100% apelin;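 active = activation more than six SD over the plate average, tested at 20 µM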;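 also: 0% = DMSO alone and 100% = apelin-13 at 10 nM; some results filed as inactive read as strong as hits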
Target sequence (P35414 whole entry, looked up): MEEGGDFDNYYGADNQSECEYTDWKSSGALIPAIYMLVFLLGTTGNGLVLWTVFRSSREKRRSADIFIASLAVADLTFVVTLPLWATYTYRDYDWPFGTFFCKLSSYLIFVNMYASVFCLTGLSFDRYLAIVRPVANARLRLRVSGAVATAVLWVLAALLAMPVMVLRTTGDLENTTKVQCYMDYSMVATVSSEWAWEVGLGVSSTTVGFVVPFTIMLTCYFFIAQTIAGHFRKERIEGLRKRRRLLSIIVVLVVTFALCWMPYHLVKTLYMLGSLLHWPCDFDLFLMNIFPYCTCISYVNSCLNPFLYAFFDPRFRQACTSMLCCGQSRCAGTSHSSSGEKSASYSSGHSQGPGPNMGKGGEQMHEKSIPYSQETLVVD
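Test system: CHO-K1 APJ beta-arrestin complementation cell line. Amount: cell density 1000 per well. Controls: DMSO negative, 10 nM Apelin-13 positive. Signal: luminescent beta-gal fragment complementation, chemiluminescent substrate. Read-out basis: agonist-driven arrestin binding to APJ. Timing: compound stimulation 90 min at 25 °C, detection 60 min.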
CXCR6 block – CXCR6 (human) receptor inhibition; actives 0.36% (n = 360,000); AID 602244; inhibition, % at 20 µM; O00574; CHO-K1 PathHunter CXCR6 beta-arrestin, luminescence; in the data active = inhibition above about 34%, passing the limit was not always enough;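 also: antagonist mode with CXCL16 agonist at 10 nM final; 0% = 10 nM CXCL16 with DMSO and 100% = unstimulated wells without agonist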
Target sequence (O00574 whole entry, looked up): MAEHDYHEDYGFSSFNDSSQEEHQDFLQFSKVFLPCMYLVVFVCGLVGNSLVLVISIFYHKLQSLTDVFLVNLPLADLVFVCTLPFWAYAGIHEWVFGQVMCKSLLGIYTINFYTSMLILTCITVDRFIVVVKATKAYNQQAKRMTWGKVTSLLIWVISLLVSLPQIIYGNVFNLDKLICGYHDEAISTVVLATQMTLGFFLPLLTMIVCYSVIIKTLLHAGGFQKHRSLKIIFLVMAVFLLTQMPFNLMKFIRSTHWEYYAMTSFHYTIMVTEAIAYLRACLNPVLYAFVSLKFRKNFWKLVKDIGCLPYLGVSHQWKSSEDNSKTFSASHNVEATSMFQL
XBP1 UPR activ – activators of adaptive arm of unfolded protein response (XBP1). actives 0.33% (n = 330,000). activation, % at 20 µM. AID 463104. CHO-XBP1 luciferase reporter, IRE1-XBP1 UPR activation, luminescence; percent of tunicamycin response, DMSO as zero;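 active = versus positive control, 20 µM dose yields 30% or more activation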;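 also: 100% = tunicamycin at 10 µg/mL and 0% = DMSO only wells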
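Assay system: CHO-XBP1 luciferase reporter cells; Schedule: 6 h treatment, 37 °C; Detection: glow luminescence from Steady-Glo reagent; Benchmarks: high control tunicamycin 10 µg/mL final, low control DMSO vehicle only.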
Mdm2-MdmX inh – human Mdm2/MdmX binding inhibition; actives 3% (n = 330,000); AID 485346; inhibition, % at 8 µM; SaOS-2 split-luciferase Mdm2/MdmX complementation, luminescence; O15151+Q00987;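 active = inhibition of at least 50% at 8 µM in the primary screen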
APJ antagonist – APJ receptor antagonism; actives 0.32% (n = 330,000); P35414; AID 2521; CHO-K1 APJ beta-arrestin complementation, luminescence; inhibition, % at 20 µM;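 active = inhibition above about 40% at 20 µM, limit read from the data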;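 also: cells challenged with 10 nM apelin-13 agonist together with compound; plate controls were apelin-13 plus DMSO wells for no effect and DMSO wells lacking apelin-13 for full effect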
Active calls of the source: *. A portion of the library. The share of hits here may be higher or lower than overall.

Start of the data: the first 6 compounds, to show the layout:
No.	compound	CXCR6 block	Mdm2-MdmX inh	tim23-1 inh	CHOP UPR activ	EBI2 antag
1	CC(Nc1nc(N2CCCC2)nc2ccccc12)c1ccccc1 (stereo unspecified)	-2	71*	27	1.6	3
2	COc1ccccc1OCC(=O)Nc1cccc(N(C)S(C)(=O)=O)c1	-3	4	3	-1.0	-20
3	CC(=O)N1N=C(c2ccncc2)OC12CCCC2	7	-5	9	-1.9	0
4	CC1(c2nnc(-c3ccncc3)o2)CC(c2cccnc2)=NO1 (stereo unspecified)	-4	17	6	-0.6	-7
5	COc1ccccc1N1CCN(C(=O)c2cc3c(-c4ccc(Cl)cc4)nn(C)c3s2)CC1	1	40	14	-0.4	15
6	CCCCCOc1ccc(Cl)cc1CN1CCOCC1	-4	-9	-6	4.7	-11

No.	APJ agonist	XBP1 UPR activ	CCR6 antagonist	APJ antagonist
1	-10	2	10	9
2	-3	1	-3	21
3	6	0	-15	-8
4	1	-3	0	17
5	4	-4	-2	5
6	-4	-3	7	-10

The listing, from the first entry:
No.	compound	CXCR6 block	Mdm2-MdmX inh	tim23-1 inh	CHOP UPR activ	EBI2 antag
1	CC(Nc1nc(N2CCCC2)nc2ccccc12)c1ccccc1 (stereo unspecified)	-2	71*	27	1.6	3
2	COc1ccccc1OCC(=O)Nc1cccc(N(C)S(C)(=O)=O)c1	-3	4	3	-1.0	-20
3	CC(=O)N1N=C(c2ccncc2)OC12CCCC2	7	-5	9	-1.9	0
4	CC1(c2nnc(-c3ccncc3)o2)CC(c2cccnc2)=NO1 (stereo unspecified)	-4	17	6	-0.6	-7
5	COc1ccccc1N1CCN(C(=O)c2cc3c(-c4ccc(Cl)cc4)nn(C)c3s2)CC1	1	40	14	-0.4	15
6	CCCCCOc1ccc(Cl)cc1CN1CCOCC1	-4	-9	-6	4.7	-11
7	COc1ccc(CCC(=O)NCC(=O)OCc2ccccc2)cc1	0	20	3	-0.5	6
8	CN(Cc1ccc(F)cc1)C(=O)c1cc(COc2ccc(F)cc2F)on1	-3	9	35	0.1	-3
9	O=C(CC(=O)N/N=C/c1ccc(O)cc1)N/N=C/c1ccc(O)cc1	2	7	2	0.8	0
10	CCCCCCNC(=O)C(C#N)c1nc2ccccc2nc1N1CCCC1 (stereo unspecified)	14	8	2	-0.5	17
11	Cc1cc(NCc2ccco2)n2ncnc2n1	-6	-13	-2	2.3	2
12	O=C(CC12CC3CC(CC(C3)C1)C2)NC(=S)N1CCCCC1	-2	11	43	-1.3	-4

No.	APJ agonist	XBP1 UPR activ	CCR6 antagonist	APJ antagonist
1	-10	2	10	9
2	-3	1	-3	21
3	6	0	-15	-8
4	1	-3	0	17
5	4	-4	-2	5
6	-4	-3	7	-10
7	-1	-4	12	2
8	0	-1	10	-4
9	-6	-1	15	-10
10	-1	0	2	10
11	1	-1	1	14
12	-3	0	11	3

Later entries.
No.	compound	CXCR6 block	Mdm2-MdmX inh	tim23-1 inh	CHOP UPR activ	EBI2 antag
13	CS(=O)(=O)N(Cc1ccccc1)c1ccc(C(=O)NCc2ccccc2)cc1	5	-26	-6	-1.1	12
14	O=C(NCc1ccccn1)c1nc(-c2ccc(C(F)(F)F)cc2)no1	7	0	10	-1.5	-14
15	Cc1cc(-c2ccccc2)nc2c(Br)c(C(=O)O)nn12	15	6	0	1.2	-4
16	COc1cc(OC)cc(C(=O)N[C@H](C(=O)NCc2ccco2)C(C)C)c1	3	10	12	-0.8	-4
17	CCOc1cc(CNCCCN2CCOCC2)cc(Cl)c1OCC(=O)NC(C)(C)C	-6	-21	-8	0.2	-4
18	O=C1C(=O)N(CCO)C(c2ccccc2[N+](=O)[O-])/C1=C(\O)c1ccccc1 (stereo unspecified)	-2	-4	15	0.6	-14
19	Cc1ccc(C2=NS(=O)(=O)N(C)C(C(=O)Nc3ccc4c(c3)OCO4)=C2)cc1	-2	19	26	0.6	5
20	CCOc1ccc(Nc2nc(N)nc(CCl)n2)cc1	-4	98*	23	26	-24
21	O=C(c1cccc(S(=O)(=O)N2CCCC2)c1)N1CCOCC1	-8	2	4	0.4	8
22	CCc1ccc(OCc2nnc(SCC(=O)N3CCN(c4ccccc4)CC3)o2)cc1	7	23	-2	2.9	33
23	O=C(O)c1ccc2c(c1)C(=O)N(Cc1ccccc1)C2=O	6	16	10	0.4	4
24	CCOC(=O)c1ccc(-n2c(C)nc3c(cnn3-c3ccccc3Cl)c2=O)cc1	4	18	22	1.8	-8

No.	APJ agonist	XBP1 UPR activ	CCR6 antagonist	APJ antagonist
13	1	0	12	2
14	-1	2	-8	11
15	-3	1	-3	3
16	-3	0	-3	-1
17	-1	-2	8	17
18	-6	1	8	-17
19	0	1	19	0
20	-1	-2	-3	8
21	-1	-1	9	1
22	0	7	4	3
23	-3	-1	-7	20
24	2	-4	3	10

(continued)
No.	compound	CXCR6 block	Mdm2-MdmX inh	tim23-1 inh	CHOP UPR activ	EBI2 antag
25	O=C(c1cccs1)N1CCCC(c2nc3c(nnn3Cc3ccccc3Cl)c(=O)[nH]2)C1 (stereo unspecified)	9	36	9	1.2	-1
26	Cc1ccc(S(=O)(=O)N2CCOCC2)cc1C(=O)OCC(=O)c1c(N)n(C)c(=O)n(C)c1=O	1	15	8	1.4	8
27	COc1ccc(C(C#N)=C2C=CC(=NO)C=C2)cc1	16	23	45	3.0	-11
28	Oc1ccccc1N1CCN(c2ncnc3sc(-c4ccccc4)cc23)CC1	-3	81*	13	3.9	9
29	COc1cccc(-c2cc(C(=O)Nn3cnnc3)c3ccccc3n2)c1	13	-3	22	-1.4	-9
30	CCOc1ccc(NC(=O)COC(=O)CCC(=O)c2cccs2)cc1	5	-3	25	-1.1	-7
31	COc1cccc(-c2csc(N3CCN(C(=O)Nc4ccccc4OC)CC3)n2)c1	68*	29	37	-0.5	-2
32	COCCCNc1oc(-c2ccccc2F)nc1C#N	-6	8	11	1.7	-3
33	C[C@H](NC(=O)[C@@H]1Cc2ccccc2CN1)C(=O)Nc1ccc2c(c1)OCO2	5	8	12	1.3	3
34	O=C1Nc2ccc(S(=O)(=O)NCCC3=CCCCC3)c3cccc1c23	5	6	6	-1.3	-8
35	CCn1cc(C(=O)NCc2ccccc2)c(=O)c2cc(F)c(N3CCN(C(=O)c4ccco4)CC3)cc21	-4	24	26	5.1	13
36	Cc1ccc(Cn2ccc(NC(=O)c3cc(C(C)C)on3)n2)cc1	-1	-13	19	2.7	-2

No.	APJ agonist	XBP1 UPR activ	CCR6 antagonist	APJ antagonist
25	0	0	5	-21
26	0	-2	7	-5
27	-5	0	32	-19
28	7	0	2	-42
29	-3	-1	-5	17
30	-3	-1	16	-1
31	-4	1	-7	-5
32	-3	-1	-2	-56
33	1	-1	-1	24
34	5	0	-1	-46
35	1	-5	-16	0
36	-6	0	10	10

(more compounds)
No.	compound	CXCR6 block	Mdm2-MdmX inh	tim23-1 inh	CHOP UPR activ	EBI2 antag
37	O=C(c1ccco1)N1CCN(c2ccc(S(=O)(=O)N3CCCC3)cc2)CC1	-6	7	20	0.3	0
38	Cc1oc(C)c(C(=O)O)c1C(=O)O	-5	26	-10	-0.8	-2
39	C=CCn1c(SCC(=O)N2CCc3ccccc3C2)nc2ccccc2c1=O	-1	-4	-10	-2.4	7
40	COc1ccc(C(=O)Nc2ccc(C(=O)N3CCCCC3)cc2)cc1OC	-2	-25	7	3.1	3
41	COc1cc(-c2nc3ccccn3c2/N=C/c2cc(OC)c(OC)c(OC)c2)ccc1O	6	23	14	2.8	4
42	O=C(Nc1nnc(S(=O)(=O)N2CCCCCC2)s1)c1cccc(Br)c1	-8	18	12	1.5	-12
43	O=C(Nc1ccc(Cl)cn1)c1ccccc1SCc1ccccc1	4	19	14	-0.4	12
44	CCC(=O)N1CCc2cc(Br)cc(S(=O)(=O)N(C)c3ccc(OC)cc3OC)c21	-4	13	10	2.0	5
45	CC(=O)c1cccc(Nc2nc(=O)c3cccnc3s2)c1	0	15	8	1.5	3
46	Cc1cc(C(F)F)n2nc(C(=O)Nc3ccccc3Br)nc2n1	-4	-21	0	-0.6	-8
47	CC(=O)Nc1ccc(NC(=O)CSc2nc3nc(-c4cccs4)cc(C(F)(F)F)c3c(=O)[nH]2)cc1	5	11	18	2.1	0
48	CCOC(=O)N1CCN(C(=O)CCCn2nnnc2CN2CCC(C)CC2)CC1	-5	4	-2	-1.1	4

No.	APJ agonist	XBP1 UPR activ	CCR6 antagonist	APJ antagonist
37	-3	-3	6	-8
38	-3	-1	13	7
39	-3	-5	11	5
40	0	-2	-2	6
41	3	3	12	21
42	0	-1	4	-82
43	-4	-4	31	21
44	2	-2	3	-23
45	-3	-1	-1	11
46	0	1	-20	5
47	0	-1	0	-3
48	0	-3	11	18

Continued:
No.	compound	CXCR6 block	Mdm2-MdmX inh	tim23-1 inh	CHOP UPR activ	EBI2 antag
49	COc1ccccc1C=NNC(=O)c1ccccc1OCCOc1ccccc1	12	5	41	1.8	14
50	CCn1ccnc1CNC(=O)CC1C(=O)NCCN1Cc1ccccc1F (stereo unspecified)	-4	4	-5	2.5	1
51	CCOc1ccccc1N1CC(C(=O)Nc2c(C)n(C)n(-c3ccccc3)c2=O)CC1=O (stereo unspecified)	-5	7	-1	-1.1	-4
52	COc1ccc(-c2cn[nH]c2-c2ccc(OCc3ccccc3)cc2O)cc1	4	78*	44	-1.5	22
53	O=C(CSCc1cnn(-c2ccccc2)c1-n1cccc1)NCc1cccnc1	-2	20	42	1.9	-12
54	CCCc1cc(=O)oc2c(CN3CCCC3)c(O)ccc12	-2	-13	-3	0.4	4
55	Cn1c(-c2ccc([N+](=O)[O-])cc2)nc2ccccc21	-3	17	-5	1.4	4
56	Cc1oc(-c2ccccc2F)nc1CS(=O)(=O)CC(=O)N1CCc2ccccc21	-9	8	13	3.5	-7
57	O=C(/C=C/c1ccco1)NCC(=O)N/N=C/c1ccc(Cl)cc1	-4	-2	20	-0.8	30
58	Cc1cc(/C=C2\SC(=S)NC2=O)c(C)n1C1CC1	21	6	8	3.1	-7
59	CCOCCN(C(=O)c1ccccc1Cl)c1cccc(C)c1C	2	11	27	-0.9	6

No.	APJ agonist	XBP1 UPR activ	CCR6 antagonist	APJ antagonist
49	-2	3	38	12
50	-5	-2	-2	-10
51	-1	2	4	18
52	-3	1	5	-14
53	0	1	0	-1
54	6	0	15	20
55	-1	-1	3	-18
56	3	-2	12	-10
57	-4	1	8	18
58	-6	2	38	17
59	-3	-5	-5	14

Entries listed above printed as active in CXCR6 block.
item | compound | CXCR6 block | Mdm2-MdmX inh | EBI2 antag | APJ agonist | XBP1 UPR activ | CCR6 antagonist | APJ antagonist
31 | COc1cccc(-c2csc(N3CCN(C(=O)Nc4ccccc4OC)CC3)n2)c1 | 68* | 29 | -2 | -4 | 1 | -7 | -5
